Source: PubChem
OX1R antag-1: antagonists of human orexin 1 receptor (OX1R); inhibition, % at 6.6 µM; Orexin/Hypocretin receptor type 1 (Homo sapiens), O43613; 330,000 compounds, 1.8% hits; OX1R-expressing cells, FRET antagonist read-out; AID 485270, 2010; in the data active = inhibition mostly above about 38%, no sharp cut-off; inactive = mostly below about 40%;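 note: 0% = agonist challenge alone and 100% = reference antagonist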
Target sequence (O43613 whole entry, looked up): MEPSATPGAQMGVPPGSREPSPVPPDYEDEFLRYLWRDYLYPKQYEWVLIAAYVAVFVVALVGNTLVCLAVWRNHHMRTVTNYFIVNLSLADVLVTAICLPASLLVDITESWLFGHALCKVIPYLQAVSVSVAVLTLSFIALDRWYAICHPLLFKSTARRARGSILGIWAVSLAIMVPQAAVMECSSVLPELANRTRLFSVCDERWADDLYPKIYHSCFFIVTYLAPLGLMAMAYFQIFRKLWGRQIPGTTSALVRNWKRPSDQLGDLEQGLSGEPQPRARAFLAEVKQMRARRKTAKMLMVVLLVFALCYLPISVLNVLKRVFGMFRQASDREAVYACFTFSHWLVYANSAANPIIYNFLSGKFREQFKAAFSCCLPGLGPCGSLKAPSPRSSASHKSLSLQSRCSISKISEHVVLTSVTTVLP
OX1R antag-2: OX1R (HCRTR1) antagonists, primary screen, fluorescence, CHO/OX1R cells, Fluo-8 calcium, orexin A | Orexin/Hypocretin receptor type 1 (Homo sapiens), O43613 | Fluo-8 calcium fluorescence | inhibition, % at 5 µM | 330,000 compounds, 0.43% hits | AID 434989, 2010;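 active = inhibition above its plate's threshold, mean inhibition of all tested compounds on the plate plus 3 SD, cut at about 37% in these data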;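 note: 0% = orexin A challenge wells and 100% = SB-334867-A antagonist wells; not every result past the cut was called active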
* = called active by the depositor.

OX1R antag-1	OX1R antag-2	canonical_smiles
2	-6	CC[C@]12C(=O)N(C)C[C@H]([C@@H]3C(=O)N(C)C(=O)[C@@H]31)N2C(=O)c1ccc(C(F)(F)F)cc1
8	2	CCOC(=O)c1[nH]c(C)c(C(=O)N2CCN(C(=O)c3ccco3)CC2)c1C
-4	-11	CSCCC(NC(=O)c1ccccc1Cl)C(=O)NCCc1ccccn1 (centres undefined)
21	-24	CCc1ccc(NC(=O)CSc2nnc(-c3cccs3)n2CC)cc1
6	-3	c1ccc(Nc2nc3ccccc3[nH]2)nc1
15	-10	CCOC(=O)C1C(=O)CC(O)(c2ccccc2)CC1c1ccccc1 (centres undefined)
8	-10	COc1cc(-c2nc(S(=O)(=O)c3ccc(Cl)cc3)c(N(C)C)o2)cc(OC)c1OC
10	-30	O=C(/C=C/c1ccccc1[N+](=O)[O-])Oc1ccccc1
11	-13	Cc1ccc(CN(C(=O)Cn2nnc3ccccc32)C(C(=O)NCc2ccco2)c2cccs2)cc1 (centres undefined)
6	-3	C/C=C(\C)c1nnc(NC(=O)OCC)s1

The list continues:
OX1R antag-1	OX1R antag-2	canonical_smiles
-2	-9	Cc1cc(C(=O)Nc2ccc3[nH]ccc3c2)no1
18	-14	COC(=O)Cc1ccc(NC(=S)NCc2ccccc2)cc1
24	-6	Cc1nnc(N2CCc3ccccc3C2)[nH]c1=O
7	-20	Cc1cccc(NC(=O)c2ccc(S(=O)(=O)N3CCC(C)CC3)cc2)n1
29	2	O=c1nc(N/N=C/c2ccco2)cn[nH]1
10	-3	CC1=NNC(=O)C1Cc1ccc(F)cc1 (centres undefined)
13	-6	Cc1cc(NC(=O)CSc2nc3sc(C)c(C)c3c(=O)n2C2CCCC2)no1
1	-21	COc1cc2c(=O)n(CCC(=O)NCC3CCCO3)c(=O)n(CC(=O)Nc3ccc(F)cc3)c2cc1OC (centres undefined)
5	-10	Nc1ccc(CNC(=O)OCC2c3ccccc3-c3ccccc32)cc1
6	-29	CN(C)C(=O)CSc1nnc([C@H](Cc2ccccc2)NC(=O)OC(C)(C)C)o1

(cont.)
OX1R antag-1	OX1R antag-2	canonical_smiles
2	-4	CC1CC(=O)Nc2ccccc2N1C(=O)CSc1nnnn1C(C)C (centres undefined)
15	2	CCOC1OC2C(CO)OC(n3cnc4c(N)ncnc43)C2O1 (centres undefined)
26	-11	CCOc1ccc2oc(-c3ccccc3)c(C(=O)N(C)C)c2c1
13	-11	CC1CCCC(C)N1CCNC(=O)CCn1nc(-c2ccccc2)ccc1=O (centres undefined)
6	-28	COCc1c(C(=O)OCC(=O)NCc2ccco2)oc2ccccc12
13	-26	O=C(NCCC1=CCCCC1)C(=O)NCc1ccncc1
7	-18	OC[C@H]1OC(Nc2ccc(N=Nc3ccccc3)cc2)[C@@H](O)[C@@H](O)[C@@H]1O (some centres undefined)
17	-18	CCOC(=O)c1c(NC(=O)c2ccccc2C(=O)O)sc2c1CCCC2
11	-39	CCOC(=O)c1cccc(NC(=O)CSc2nnc(C3CCCCC3)n2CC)c1
9	-3	Cn1c(Cn2c(=O)sc3ccccc32)nnc1SCC(=O)NCC1CCCO1 (centres undefined)

Reformatted with each value named: entries from further up.
> CCOC(=O)c1c(NC(=O)c2ccccc2C(=O)O)sc2c1CCCC2
- OX1R antag-1: 17
- OX1R antag-2: -18

> CC1CCCC(C)N1CCNC(=O)CCn1nc(-c2ccccc2)ccc1=O (centres undefined)
- OX1R antag-1: 13
- OX1R antag-2: -11

> CCOC(=O)c1cccc(NC(=O)CSc2nnc(C3CCCCC3)n2CC)c1
- OX1R antag-1: 11
- OX1R antag-2: -39

> CCOc1ccc2oc(-c3ccccc3)c(C(=O)N(C)C)c2c1
- OX1R antag-1: 26
- OX1R antag-2: -11

Other records follow:
OX1R antag-1	OX1R antag-2	canonical_smiles
17	0	Cc1cc(/C=C\c2nc(O)c([N+](=O)[O-])c(=O)[nH]2)c(C)n1-c1ccccc1
-1	-15	O=C(c1ccco1)N1CCN(Cc2cc(=O)c(OCc3ccccc3)co2)CC1
33	-7	COc1ccc(C2Nc3ccccc3C(=O)N2Cc2ccccc2)cc1Cn1nnc2ccccc21 (centres undefined)
6	-41	CCOC(=O)c1cc(CC)sc1NC(=O)C1CC(=O)NN1Cc1ccccc1 (centres undefined)
12	-11	Cc1cc(NC(=O)COC(=O)c2cc3c(s2)CCC(C)C3)no1 (centres undefined)
4	-27	CCOC(=O)c1nc(C)sc1-c1ccnn1S(=O)(=O)c1ccc(Cl)cc1Cl
20	-30	CC(C)N(C(=O)CSc1nc2ccccc2n1Cc1ccccc1F)C(C)C
11	-14	COc1ccc(-n2c(O)c(C=NCC(c3ccco3)N3CCCC3)c3ccccc3c2=O)cc1OC (centres undefined)
20	-11	COc1ccc(CCNC(=O)c2ccccc2N(C)S(=O)(=O)c2ccccc2)cc1
4	-19	COCCn1c(COc2cccc(OC)c2)nnc1SCC(=O)N1CCOCC1

Going on with the list.
OX1R antag-1	OX1R antag-2	canonical_smiles
-3	-31	CCc1ccc(CN2CCC(CO)(CC3CCCCO3)CC2)o1 (centres undefined)
8	-16	CCOC(=O)N1CCN(CCC(=O)c2ccc(OC)cc2)CC1
12	-14	CN(C)S(=O)(=O)c1ccc(N2CCOCC2)c(C(=O)NCc2ccc3c(c2)OCO3)c1
-4	-16	O=C(Nc1cccc(O)c1)c1cccc(C(=O)Nc2cccc(O)c2)c1
12	-15	COc1ccc(/C=N/NC(=O)c2ccc(Cl)cc2Cl)cc1COC(C)=O
13	-24	CCCn1c(CCNc2nc(-c3ccc(Cl)c([N+](=O)[O-])c3)cs2)nc2cc(Cl)c(Cl)cc21
5	-18	Cn1c(=O)c2c(nc(N/N=C/c3cccs3)n2Cc2ccccc2)n(C)c1=O
25	-4	Cc1ccc(/C(N)=N/OC(=O)/C=C/c2ccccc2)cc1
14	-17	CNC1(c2nnnn2-c2c(C)cccc2C)CCOC(C)(C)C1 (centres undefined)
13	-33	Cc1ccccc1Cn1c2ccccc2c2cnn(CC(=O)NCCCN3CCOCC3)c(=O)c21

(more compounds)
OX1R antag-1	OX1R antag-2	canonical_smiles
3	-13	Cc1cc(C(C)(C)C)oc1C(=O)NCCCNC(=O)c1oc(C(C)(C)C)cc1C
9	2	O=C(Nc1cc(=O)[nH]c2ncnn12)c1ccco1
8	-5	O=C1C(=O)N2C(=C1C(=O)N1CCCCCC1)c1ccccc1CC21CCCC1
18	-25	COC(=O)c1cn(NC(=O)C2CCC(C)CC2)c(=O)c2ccccc12 (centres undefined)
15	-4	CCOc1ccc(C(=O)Nc2cccc(C(=O)O)c2C)cc1Cl
3	-2	O=[N+]([O-])c1cccc(N=Cc2sc3ccccc3c2O)c1
13	-9	CCOC(=O)CSc1nnc(NC(=O)NC(C)C)s1
18	-20	COc1ccc(S(=O)(=O)NCC2CCCN(C(=O)CCSC)C2)cc1 (centres undefined)
21	2	Cc1ccc(S(=O)(=O)N(C)c2ccc(C)c([N+](=O)[O-])c2)cc1
10	-24	COc1cccc(-c2ccc3ncnc(NCc4cccc(C)c4)c3c2)c1

Continuation:
OX1R antag-1	OX1R antag-2	canonical_smiles
7	-15	COc1ccccc1N1CCN(CC(O)COc2ccc3c(c2)OCO3)CC1 (centres undefined)
6	1	Cc1ccc(N(c2ncnc(N)c2[N+](=O)[O-])C2CCCCC2)cc1
41	-26	COc1ccc(COn2c(=O)c(C)[n+]([O-])c3ccccc32)cc1OC
4	-23	Cc1cccc(NC(=O)CSc2nnc(-c3ccccc3)n2N)c1
24	-20	COc1ccc(C(=O)NCC(c2ccco2)N2CCc3ccccc3C2)cc1 (centres undefined)
2	-14	CC(=O)N1CCN(C(=O)c2ccc3oc(CCCc4ccccc4)nc3c2)CC1
3	-20	COc1ccc2nc(C)cc(Nc3ccccc3O)c2c1
2	-16	CCN(c1ccccc1)S(=O)(=O)c1c[nH]c2ccc([N+](=O)[O-])cc12
24	-7	CCCOc1ccc(C(CC(=O)O)NC(=O)c2ccc3c(c2)OCO3)cc1 (centres undefined)
84*	62*	CC(=O)c1c(C)[nH]c(C(=O)COc2cc(C)ccc2C(C)C)c1C

Next compounds:
OX1R antag-1	OX1R antag-2	canonical_smiles
7	-22	CC(C)CC1NC(=O)N(CC(=O)NC2CCCc3ccccc32)C1=O (centres undefined)
17	-17	CCc1nn2c(N3CCOCC3)cc(C)nc2c1-c1ccccc1
17	-15	CCOc1ccc(/C=C/C(=O)NCCc2ccc(OC)c(OC)c2)cc1
10	-13	Cc1ccc(NC(=O)c2cc3c(=O)oc4ccccc4c3s2)nc1
-4	21	CC(OC(=O)C(C)Oc1ccccc1)C(=O)Nc1ccc(S(=O)(=O)N2CCCCC2)cc1 (centres undefined)
18	-15	COc1ccccc1NC(=O)CSCc1nc2ccccc2[nH]1
4	-31	CC(=O)/C(=N/Nc1ccc(C)cc1)Sc1nnc(CCc2ccccc2)n1-c1ccccc1
66*	-10	O=[N+]([O-])c1ccc(O)c2cccnc12
10	-17	CCN(CC(=O)Nc1cc(Cl)ccc1C)C(=O)CN1C(=O)NC2(CCCC2)C1=O
-3	-17	CC1(C)CC(NC(=O)COc2ccc3ccccc3c2)CC(C)(C)N1

Going on with the list.
OX1R antag-1	OX1R antag-2	canonical_smiles
-5	-18	C[C@]12CC(O)C3C(CCC4=CC(=O)CC[C@@]43C)C1CCC2c1csc(-c2ccccc2)n1 (some centres undefined)
9	-9	Cc1ccc(C)c2sc(N)nc12
40	3	CCN(CC)S(=O)(=O)c1ccc(N(C)C)c(NC(=O)CSCc2c(C)noc2C)c1
18	-5	CCN(CC)S(=O)(=O)c1ccc(Oc2ccccc2)c(N)c1
57	1	O=C(NNC(=S)Nc1ccc(Cl)cc1Cl)c1ccc(N2CCOCC2)c([N+](=O)[O-])c1
9	-14	Cc1cccc(N2CCN(C(=O)c3ccc(Cl)c(S(=O)(=O)NCc4ccco4)c3)CC2)c1C
8	19	O=C(N[C@@H](Cc1ccccc1)C(=O)OCc1ccccc1)c1nc[nH]c1C(=O)N1CCN(c2ccccc2)CC1
15	-4	Cc1nc2scc(-c3cccs3)c2c(=O)[nH]1
14	-19	CCn1c(COc2cccc3cccnc23)nnc1SCC(=O)OC
-2	-18	O=C(NCc1cccnc1)C1CC(c2ccccc2Cl)=NO1 (centres undefined)

3 of the entries above in order of the OX1R antag-2 value, falling.
Structure	OX1R antag-2
O=C(N[C@@H](Cc1ccccc1)C(=O)OCc1ccccc1)c1nc[nH]c1C(=O)N1CCN(c2ccccc2)CC1	19
CCN(CC)S(=O)(=O)c1ccc(Oc2ccccc2)c(N)c1	-5
CCn1c(COc2cccc3cccnc23)nnc1SCC(=O)OC	-19

Next part:
OX1R antag-1	OX1R antag-2	canonical_smiles
9	-23	Cc1cc(C)cc(N(CC(=O)NCc2ccc(F)cc2)C(=O)c2snc(C(N)=O)c2N)c1
13	-3	COc1ccc(S(=O)(=O)N2CC(C)N(C(=O)N(C)C)C2C(C)C)cc1 (centres undefined)
0	-1	Cc1cc(C)cc(C(=O)Oc2cc(C)[nH]c(=O)c2[N+](=O)[O-])c1
12	-4	CCc1cccc(C)c1NC(=O)CCCN1C(=O)CN(C)C1=O
23	-15	Cn1c(C(=O)OCC(=O)NCc2ccco2)cc2sccc21
11	-7	CC(C)Cn1c(N)c(C(=O)CSc2ncnc3sc4c(c23)CCCC4)c(=O)n(C)c1=O
24	-3	Cc1cccc(C(=O)NC(=O)Nc2c(C)cc(C)nc2C)c1
0	-18	CCCc1ccc(C(=O)NNC(=O)c2ccc(Cl)cc2)cc1
11	4	CCn1c(SCC(N)=O)nc2sc3c(c2c1=O)CCCC3
3	-4	CC(N=C1NS(=O)(=O)c2ccccc21)C(=O)NCc1ccc(F)cc1 (centres undefined)

Other structures:
OX1R antag-1	OX1R antag-2	canonical_smiles
55	-17	Cc1cnc(NC(=O)c2cc3c(s2)CCCC3)s1
16	-7	N#CCOc1ccccc1/C=N/n1nnnc1N
11	-14	Cc1cc(C)n2nc(SCC(=O)NC3CCCCC3)nc2n1
-8	-20	COc1ccc(C2CC(c3ccccc3)=NN2C(=O)c2ccc(F)cc2)cc1 (centres undefined)
-1	-8	S=c1[nH]nc(-c2ccccc2)o1
33	-15	O=C(O)c1cc(-c2cccc([N+](=O)[O-])c2)nc2ccccc12
-10	-6	O=C(c1ccco1)N1CCN(Cc2ccc(Br)cc2)CC1
19	-24	O=C(CSc1ccc(Cl)cc1)NC1CCCc2ccccc21 (centres undefined)
4	-12	CN(C(=O)CCNC(=O)Cn1ccc2ccccc2c1=O)c1ccc(Br)cc1
7	-20	CCc1cccc(C)c1NC(=O)CN(C)S(=O)(=O)c1ccc(-c2ccc(=O)[nH]n2)s1

Carrying on.
OX1R antag-1	OX1R antag-2	canonical_smiles
15	-17	CC(=O)N1CC[n+]2c(-c3ccc(Cl)cc3Cl)csc21
16	-21	CCCc1cc(=O)[nH]c(SCc2cc(Cl)ccc2OC(F)F)n1
10	-8	CC(=O)NC(C(=O)NCC(N)=O)C(C)C (centres undefined)
26	-7	O=S(=O)(c1cccc(F)c1)N1CCC(CO)(Cc2cccc(F)c2)CC1
1	-6	CCOC(=O)NNC(=O)c1ccc(Cl)cc1
41	-1	COc1ccc(-c2nc(N)sc2C2(O)C(=O)Nc3c(Br)cc(F)cc32)cc1OC (centres undefined)
26	-30	O=C(NCc1ccco1)C(c1ccccc1F)N(CC1CCCO1)C(=O)Cn1nnc2ccccc21 (centres undefined)
20	-12	O=C1/C(=C\c2cccs2)N=C(c2cccs2)N1Nc1ccccc1
2	4	Cc1cc(C)c(C)c(S(=O)(=O)Nc2ccc3cn[nH]c3c2)c1C
16	-28	COC(=O)c1ccccc1NC(=O)C(C)Oc1ccccc1 (centres undefined)
4	-2	Cc1noc(C)c1C(=O)Nc1ccc(-n2ccc(C(F)(F)F)n2)cc1

Records above printed as active in OX1R antag-2:
OX1R antag-1	OX1R antag-2	canonical_smiles
84*	62*	CC(=O)c1c(C)[nH]c(C(=O)COc2cc(C)ccc2C(C)C)c1C
